TNAP inh hiacc = inhibitors of human TNAP at high phosphate acceptor concentration | P05186 | purified TNAP, CDP-star luminescence, 1 M DEA | inhibition, % at 20 µM | 200,000 tested, 0.03% active | AID 1135;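 active means over 50% inhibition of tissue-nonspecific alkaline phosphatase at 20 µM in the single-dose screen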;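 further: plate controls were DMSO wells for no effect and EDTA-quenched wells as full inhibition for full effect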
Target sequence (P05186 whole entry, looked up): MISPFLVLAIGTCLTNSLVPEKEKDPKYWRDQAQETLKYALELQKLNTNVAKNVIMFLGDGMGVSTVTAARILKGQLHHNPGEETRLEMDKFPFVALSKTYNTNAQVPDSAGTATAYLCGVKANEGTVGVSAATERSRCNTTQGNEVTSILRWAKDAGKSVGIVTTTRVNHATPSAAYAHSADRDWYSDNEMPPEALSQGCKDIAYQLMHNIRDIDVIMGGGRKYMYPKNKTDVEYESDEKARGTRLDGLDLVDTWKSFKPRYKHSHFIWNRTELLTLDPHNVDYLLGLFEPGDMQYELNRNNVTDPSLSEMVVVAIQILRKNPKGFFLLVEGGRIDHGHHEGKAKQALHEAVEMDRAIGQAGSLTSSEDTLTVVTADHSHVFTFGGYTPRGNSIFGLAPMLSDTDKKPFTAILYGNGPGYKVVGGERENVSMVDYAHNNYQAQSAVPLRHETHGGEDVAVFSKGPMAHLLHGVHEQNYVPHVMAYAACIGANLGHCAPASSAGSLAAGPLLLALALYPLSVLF
Efa HMGR inh = blocks class II HMG-CoA reductase of Enterococcus faecalis. inhibition, % at 10 µM. purified E. faecalis HMGR, NADPH absorbance 340 nm kinetic. 190,000 tested, 0.41% active. AID 1066;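 active means inhibition above a set limit, the median over all tested compounds plus 3 SD, cut at about 9.5% in these data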;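 further: enzyme runs in reverse so mevalonate oxidation gives rising NADPH absorbance; 0% = complete reaction with DMSO and 100% = background rate lacking mevalonate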
PMI act = activators of human phosphomannose isomerase; P34949; purified human PMI, coupled resazurin fluorescence, 20 min; active compounds read high; 1 = vehicle control, 0 substrate-free wells; activation factor at 20 µM; 190,000 tested, 0.005% active; AID 1214;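 active means activation factor of 2 or more at 20 µM, relative to plate controls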
Hsp70 act = switches on Hsp70 transcription; activation, % at 10 µM; HeLa Hsp70 promoter luciferase reporter, luminescence; scaled: vehicle 0, proteasome-inhibitor control 100%; 200,000 tested, 0.04% active;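 active means activation above the mean across all tested compounds plus 3 SD, cutoff set per campaign, cut at about 5.5% in these data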;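 further: 100% = MG132 at 30 µM as the positive control and 0% = DMSO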
TNAP inh no acc = blocks human TNAP activity with no phosphate acceptor present | P05186 | purified TNAP, CDP-star luminescence, 30 min | AID 1012 | 200,000 tested, 0.26% active | inhibition, % at 20 µM;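 active means tissue-nonspecific alkaline phosphatase inhibition above about 50% at 20 µM in the single-dose screen, limit read from the data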;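 further: 0% = DMSO negative control and 100% = EDTA positive control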
RAM network inh = inhibitors of the yeast RAM network; S. cerevisiae dse1pr::URA3 reporter, 5-FOA growth OD615, 2 d; analog-sensitive cbk1-as2 kinase mutant strain; inhibition, % at 50 µM; 190,000 tested, 1.8% active;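 active means inhibition above a set limit, 3 SD over mean compound inhibition, cut at about 8.4% in these data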;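 further: 0% = DMSO-only wells with no growth and 100% = 10 µM 1-NA-PP1 full growth; inhibition rescues growth on 5-FOA so higher OD means more RAM inhibition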
DTT redox prof = compounds producing H2O2 with reducing agent – biochemical, NIH compound library profiling, artefact control for MLSCN library redox annotation, primary screen | DTT-dependent redox cycling H2O2, phenol red/HRP absorbance; 100% = 100 µM peroxide control, 0% = buffer | activation, % at 10 µM | 200,000 tested, 0.03% active | AID 878;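 active means activation of at least 50% relative to the plate's high and low controls in the primary single-dose screen; inactive means activation below 50%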;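 further: compound incubated with DTT at 0.8 mM final as the reducing agent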
S1P3 antagonist = blocks the human S1P3 receptor; CHO S1P3 NFAT-BLA reporter, FRET fluorescence, antagonist mode; inhibition, % at 4.98 µM; Q99500; 170,000 tested, 0.27% active;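 active means inhibition above the plate cutoff, the mean inhibition of test wells on that plate plus 3 SD, cut at about 28% in these data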;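 further: cells challenged with S1P at its EC80 of 0.8 µM; blue over green emission ratio from cleaved BLA substrate after 4 h stimulation; 0% = S1P-stimulated wells and 100% = unstimulated DMSO-only wells; some compounds past the cut are filed as inactive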
Target sequence (Q99500 whole entry, looked up): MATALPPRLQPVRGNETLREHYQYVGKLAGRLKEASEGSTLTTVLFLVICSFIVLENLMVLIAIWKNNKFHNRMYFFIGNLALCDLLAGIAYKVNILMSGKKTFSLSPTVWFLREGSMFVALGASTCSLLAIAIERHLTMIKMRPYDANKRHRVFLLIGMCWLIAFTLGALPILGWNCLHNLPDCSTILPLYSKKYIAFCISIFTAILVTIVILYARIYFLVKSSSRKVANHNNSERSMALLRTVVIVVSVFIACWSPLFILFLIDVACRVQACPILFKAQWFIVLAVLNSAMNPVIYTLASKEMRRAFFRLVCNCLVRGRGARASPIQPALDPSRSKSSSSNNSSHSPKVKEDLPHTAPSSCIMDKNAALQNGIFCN
L major viab = Leishmania major promastigote growth inhibition; Leishmania major promastigotes, resazurin fluorescence viability; inhibition, % at 10 µM; 200,000 tested, 9% active; in the data active means inhibition above about 50%;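 further: promastigotes grown with compound for 44 hours at 28 °C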
PMI act satM6P = PMI (human) activation, high substrate; P34949; coupled PMI enzyme assay, resazurin fluorescence, 20 min; active compounds read high; 1 = untreated enzyme, 0 = substrate-free blank; activation factor at 20 µM; 190,000 tested, 0.34% active;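 active means activation factor of 2 or more at 20 µM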
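Material: human phosphomannose isomerase with PGI, G6PDH, diaphorase coupling enzymes / Reagent: Man-6-P substrate 1.0 mM / Dosing: single compound dose of 20 µM, 1% DMSO final / Incubation: enzyme reaction with compound 20 min at room temperature / Signal: resorufin fluorescence (Ex 544/Em 590 nm) from resazurin via diaphorase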
* hit, by the source's call; . = no result given; & = joins results of further samples. An unsorted share of the library; any-hit rate near 12%.

Every second line gives: TNAP inh hiacc	Efa HMGR inh	PMI act	Hsp70 act	TNAP inh no acc	RAM network inh	DTT redox prof	S1P3 antagonist	L major viab	PMI act satM6P
CC1(C)CC(=O)c2cc(C(=O)NNc3ccccc3)c(=O)n(-c3ccccc3)c2C1
  -1.7	-0.5	1.2	-0.3	-10.3	0.4	-0.2	-17.8	52.3*	1.2
O=C(Nc1ccccc1C(=O)Nc1ccccc1C(=O)NCc1ccco1)c1ccco1
  -3.6	6.7	1	-0.3	-13.7	1.8	2.6	42.9	19.6	1
Cc1nn(CCCC(=O)Nc2cc(Oc3ccc(F)cc3)cc([N+](=O)[O-])c2)c(C)c1[N+](=O)[O-]
  1.2	4.4	0.8	0.0	3.3	6.8	0.7	6.9	100.2*	0.9
O=C(NCC1(c2ccccc2)CCCC1)C1(c2ccccc2)CCCC1
  -0.2	-1.8	0.9	0.0	-3.3	1.0	0.5	.	42.9	0.8
CCOC(=O)c1cc2c(=O)n3ccccc3nc2n(C(C)C)c1=NC(=O)c1c(-c2ccccc2Cl)noc1C
  -3.1	-1.7	1	0.0	3.0	4.1	-0.4	-21.5	87.5*	0.9
CN(C(=O)c1cccs1)c1ccc(OCC(=O)N2CCC(C(N)=O)CC2)cc1
  1.7	0.8	1.2	-0.3	-6.0	1.7	0.9	-14.1	-4.1	1.1
COc1ccc(C(=O)N2CCN(c3ccc(C)cc3)CC2)cc1OC
  -5.0	2.9	1	-0.4	-15.2	0.0	-0.7	3.5	-8.6	1
Cc1cc2c(n1-c1ccc(Cl)cc1)CC(C)(C)CC2=O
  -0.1	-0.3	0.9	-0.1	-9.5	2.1	0.1	.	9.5	0.9
Cc1ccsc1C(=O)OC1CCOC1=O (stereo unspecified)
  -6.3	-0.2	1.1	-0.2	-5.5	2.9	-1.6	-6.9	-7.2	1.1
CC(C)c1ccc(CN2CCN(C(=O)CCl)CC2)cc1
  -8.8	0.4	1.1	-0.2	-5.7	1.5	-2.0	-8.7	98.9*	1.2
Cc1cc(-c2ccco2)n(-c2ccccc2)n1
  -3.9	-2.7	0.7	-0.4	-8.5	0.2	0.3	-6.5	-7.2	0.5
Cc1nnc(SCC(=O)Nc2nsc(-c3ccc(C(C)(C)C)cc3)n2)s1
  -5.5	9.3	0.9	0.0	-8.0	0.5	-0.9	.	12.4	1
COCCNS(=O)(=O)c1cc(Br)ccc1OC
  -0.2	-8.8	0.9	0.8	-5.8	1.6	1.0	.	-2.0	1
Cn1c(CN2CCCCC2)nc2cc([N+](=O)[O-])ccc21
  -0.2	2.1	0.9	0.0	-3.9	0.3	-0.3	-7.2	-6.0	0.9
Nc1cc2c(cc1[N+](=O)[O-])OCCOCCOCCO2
  3.6	2.2	0.9	0.2	0.5	0.1	-0.6	-12.6	-4.4	0.8
CCOc1ccc(-c2cnc3n2CCC3)cc1
  -4.0	-1.9	1	-0.3	-5.6	2.4	0.2	.	-0.1	1.1
O=C(CSc1ncccn1)NN=C1CCCCCC1
  0.5	-5.3	1	-0.1	-16.9	0.0	-0.7	-3.7	-7.6	1.1
CCCCSc1nc(C)nc2c1c(=O)n(C)c(=O)n2C
  1.7	-6.5	1	-0.3	1.0	1.9	-0.3	.	-7.0	1
C=CCN1C(=O)C(Cc2ccc(OCC)cc2)SC1=Nc1ccc(C(=O)O)cc1 (stereo unspecified)
  -4.2	-0.3	0.9	0.0	-8.4	2.6	-0.6	-2.3	44.8	1
C=CCN(CC=C)C(=O)C1CC(=O)N(c2ccc(Br)cc2)C1 (stereo unspecified)
  -3.9	.	1.1	-0.2	-10.2	1.8	3.2	6.3	-4.4	1.1
CC(C(O)c1ccc(O)cc1)N1CCC(Cc2ccccc2)CC1 (stereo unspecified)
  -6.9&-4.3	4.7&-3.2	1&1.1	-0.1&-0.3	-7.1&-7.4	-1.5	0.0	-1.7&-1.1	95.6*	1&0.9
COc1ccc(-c2noc(N3CCC(C(=O)N4CCN(c5ccccn5)CC4)CC3)n2)cc1
  1.1	-6.4	0.9	-0.1	-0.8	0.3	-0.4	5.4	7.2	0.9
O=C(CCC(=O)N1CCN(S(=O)(=O)c2ccccc2)CC1)c1cccs1
  -0.2	-1.5	1	-0.4	-9.5	0.6	-0.7	-17.3	6.5	1
Cc1nc2ncnn2c(Nc2ccc3c(c2)OCCO3)c1C
  .	.	.	-0.2	.	.	-3.0	1.4	-2.4	.
Cn1ncc([N+](=O)[O-])c1C(=O)Nc1ccc(-c2nc3ccccc3[nH]2)cc1
  -2.5	1.4	0.9	0.1	-9.5	1.9	0.5	.	42.5	0.9
CSc1nc(N(C)NC(=O)c2ccc(F)cc2)c2ccccc2n1
  1.3	0.6	0.8	-0.1	-7.8	1.8	-0.6	.	19.1	0.9
CC1CN(Cc2nc3c(c(=O)n(C)c(=O)n3C)n2CCc2ccccc2)CC(C)O1 (stereo unspecified)
  .	.	.	-0.2	.	.	2.5	15.5	4.9	.
Cc1ccc(S(=O)(=O)N(C)CC(=O)N2CCN(C(=O)c3ccco3)CC2)cc1
  -5.9	-2.4	0.9	-0.3	-9.7	1.0	-0.1	-22.1	-11.5	0.9
Cc1cc(C)cc(Nc2ncc3c(n2)CCCC3=O)c1
  2.7	-7.6	1	0.3	-5.8	0.4	1.4	-15.0	-1.9	0.9
CC(C)Cc1nc2oc3c(N4CCN(C)CC4)ncnc3c2c2c1CCCC2
  0.1	-1.3	1	-0.2	-3.3	-0.3	-0.5	-9.4	10.6	1
CC(=O)N1CCC2(CC1)C(C#N)=C(N)OC1=C2C(=O)CC(C)(C)C1
  -0.1	-2.8	1	0.2	-7.4	1.1	2.3	.	-3.0	1.1
COC(=O)C(NS(=O)(=O)c1ccc(C)cc1)c1ccccc1 (stereo unspecified)
  3.1	-1.8	1	-0.2	-7.8	0.2	-1.3	-2.8	-3.6	1
COc1ccc2[nH]cc(CC(=O)O)c2c1
  2.1	-8.3	1.1	-0.3	2.6	-0.8	0.1	-2.1	-5.9	0.9
CCc1ccc(CN2CCN(C(=O)c3cccc(OC)c3OC)CC2)cc1
  2.1	-8.8	1.2	-0.6	-6.6	0.2	-0.1	.	-4.2	1.2
COc1ccc(CCNC(=O)C2CCN(S(=O)(=O)N3CC(C)CC(C)C3)CC2)cc1OC (stereo unspecified)
  -5.0	-4.5	1	-0.1	-15.9	3.1	-0.9	-64.8	3.6	1.1
Cc1noc(C)c1/C=N/Nc1ccc2ccccc2n1
  -4.0	1.5	1.1	0.3	-11.7	1.8	0.0	-5.1	56.6*	1.1
CSc1ccccc1C(=O)N1CCN(c2ncccn2)CC1
  -2.7	1.1	1	-0.3	-12.4	1.4	-0.7	-14.1	-8.3	0.9
Cc1ccc(CNC(=O)c2ccccc2NS(C)(=O)=O)cc1
  -8.3	-5.5	1	-0.2	-7.4	1.2	2.5	-0.4	-7.6	1
CNC(=S)N1CCN(C(c2ccccc2)c2ccccc2)CC1
  -0.7	-3.5	0.8	-0.2	-2.8	1.2	1.4	-10.9	1.8	1
COc1cc(CN2CCN(c3ccccc3F)CC2)cc(OC)c1O
  -3.8	0.5	0.7	-0.2	-9.9	2.8	3.7	-19.5	-10.1	0.8
COc1cc(/C=N/NC(=O)c2cccc(S(=O)(=O)N3CCCCC3)c2)cc(Br)c1O
  -1.7	1.6	0.9	-0.3	-3.2	0.8	-0.8	-21.4	6.5	0.8
CCOC(=O)c1ccc(NC(=O)c2cccc(S(=O)(=O)N3c4ccccc4CC3C)c2)s1 (stereo unspecified)
  -1.3	-6.0	1	-0.3	-4.3	3.3	-0.7	5.8	99.2*	1
CCCCNCc1cc(OCC)c(OCC(N)=O)cc1Br
  -6.0	-1.6	1	-0.2	-10.4	-0.4	-0.1	.	7.5	1
CC(NC(=O)COc1ccccc1F)C1CC2CCC1C2 (stereo unspecified)
  -3.9	.	1.1	-0.5	7.9	0.0	0.4	2.1	-0.2	1.1
S=C(NCCc1ccc(Cl)cc1)NC1CCCC1
  0.8	-6.2	1	0.0	2.4	2.2	-1.4	19.3	18.2	1
Cc1cccc(NS(=O)(=O)c2cccc([N+](=O)[O-])c2)n1
  -1.7	0.5	0.9	-0.3	-5.6	1.0	11.1	0.0	-7.2	0.9
COc1ccc(-c2nc(CS(=O)(=O)CC(=O)Nc3ccc(Cl)cc3)c(C)o2)cc1
  -0.6	-6.0	0.9	-0.3	-2.2	-1.3	-1.4	-14.1	-2.4	1
CCN(c1cccc(C(F)(F)F)c1)S(=O)(=O)c1ccc2c(c1)CCN2C(=O)C1CC1
  -3.8	-0.8	0.9	-0.2	-1.2	-0.1	2.7	24.4	11.2	1
CCOC(=O)Cc1cnc(NC(=O)CSc2nc(N)cc(N)n2)s1
  -3.8	-3.5	0.9	-0.4	-6.9	0.0	0.1	-3.1	-8.4	0.9
NCCCCCNC(=O)/C=N\O
  -3.2	-4.0	1.1	-0.5	0.0	-0.2	1.8	-13.3	-0.2	1
COc1ccc(Cl)cc1NC(=O)CN(C)Cc1ccc(OC)c(OC)c1
  2.3	-8.0	1	-0.4	-4.5	-0.3	-0.7	20.2	1.2	1

Screening results from PubChem BioAssay.
